Screening data: PubChem, several laboratories
PKA inh: inhibitors of human PKA kinase activity, primary screen, biochemical, ATP-depletion luminescence, Kemptide substrate | PKA Kemptide phosphorylation, Kinase-Glo ATP luminescence | inhibition, % at 6 µM | 65,000 tested, 0.1% active;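 active = inhibition above the screen-wide mean inhibition plus 3 SD, cut at about 21% in these data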; also: many of its hits are not listed in these tables
CatL inh: inhibitors of human cathepsin L, biochemical | purified cathepsin L, fluorogenic substrate, fluorescence | inhibition, %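 (tested at 10 µM)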 | 58,000 tested, 0.17% active; in the data active = inhibition above about 45%;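 also: 0% = enzyme with no compound and 100% = no enzyme blank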
Target sequence (P07711 114-288 limits assumed): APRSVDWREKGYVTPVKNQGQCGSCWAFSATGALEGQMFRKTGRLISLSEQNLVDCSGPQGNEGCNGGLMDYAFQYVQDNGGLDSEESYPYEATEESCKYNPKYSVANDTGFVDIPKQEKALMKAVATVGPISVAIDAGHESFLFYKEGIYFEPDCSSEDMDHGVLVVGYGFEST
Target sequence (P07711 292-333 limits assumed): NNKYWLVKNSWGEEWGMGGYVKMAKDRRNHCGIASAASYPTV
ROCK2 inh: inhibitors of human ROCK2 kinase, primary screen, biochemical, high-throughput, luminescence. purified ROCK2, Kinase-Glo ATP depletion luminescence. inhibition, % at 6 µM. 60,000 tested, 0.35% active. AID 604, 2007;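 active = inhibition above the screen-wide mean inhibition plus 3 SD, cut at about 18% in these data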;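 also: plate controls were DMSO wells for no effect and Y-27632 control wells after no-enzyme background subtraction for full effect; many of its hits are not listed in these tables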
FXIa inh mix: FXIa protease inhibitors in compound pools, primary screen, biochemical, 10-compound mixtures. Coagulation factor XI (Homo sapiens), P03951. purified FXIa, fluorogenic substrate, pooled mixtures. inhibition, % at 5 µM. 62,000 tested, 0.19% active;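 also: each value is inhibition by a whole ten-compound pool holding the compound; 0% = enzyme with no mixture and 100% = wells lacking enzyme; strong numbers were not always called active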
C1s inh: complement C1s protease inhibitors, primary screen, biochemical, 10-compound mixtures | mean inhibition % of two 10-compound mixtures (active compounds read high), % at 5 µM (by protocol) | purified C1s, fluorogenic AMC substrate, pooled mixtures | 62,000 tested, 0.16% active | AID 538, 2006 | Complement C1s subcomponent (Homo sapiens), P09871;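 active = inhibition above 20% in each of the two 10-compound mixture wells holding the compound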;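 also: 0% = enzyme wells lacking compound mixture and 100% = no-enzyme blank wells; some compounds called inactive have numbers as strong as hits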
JNK3 blocker: JNK3 kinase activity inhibitors, primary screen, biochemical, human, purified enzyme; Mitogen-activated protein kinase 10 (Homo sapiens), P53779; HTS; inhibition, % at 8 µM; 60,000 tested, 0.61% active; AID 746, 2007; in the data active = inhibition above about 17%;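 also: 0% = DMSO and 100% = reference inhibitor; many of its hits are not listed in these tables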
Cathepsin G inh: human cathepsin G inhibitors, primary screen, biochemical, pooled compound mixtures, AMC fluorescence; purified enzyme, AMC-tetrapeptide fluorescence; P08311; inhibition, % at 5 µM (by protocol); 62,000 tested, 0.2% active;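 active = inhibition above 20% in each of the two mixture wells holding the compound; inactive = inhibition of 20% or less in either well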;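 also: 0% = enzyme control without mixture and 100% = blank lacking enzyme; strong numbers were not always called active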
FXIIa mix inh: human factor XIIa inhibitors, primary screen, biochemical, pooled compound mixtures, fluorogenic substrate; 62,000 tested, 0.2% active; inhibition, % at 5 µM; purified FXIIa; AID 684, 2007; Coagulation factor XII (Homo sapiens), P00748;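 also: 0% = enzyme without compound and 100% = no enzyme blank; some results filed as inactive read as strong as hits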
Target sequence (P00748 20-372 limits assumed): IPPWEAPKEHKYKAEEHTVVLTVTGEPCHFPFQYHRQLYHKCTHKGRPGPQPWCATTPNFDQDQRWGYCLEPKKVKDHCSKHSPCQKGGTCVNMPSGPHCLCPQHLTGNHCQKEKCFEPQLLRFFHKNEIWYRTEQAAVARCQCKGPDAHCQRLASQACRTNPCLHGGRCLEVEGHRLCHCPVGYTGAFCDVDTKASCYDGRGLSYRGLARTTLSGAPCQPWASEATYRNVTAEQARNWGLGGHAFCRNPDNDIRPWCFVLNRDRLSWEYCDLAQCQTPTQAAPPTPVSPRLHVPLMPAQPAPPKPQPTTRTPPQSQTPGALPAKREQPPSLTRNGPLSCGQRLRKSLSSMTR
Target sequence (P00748 373-615 limits assumed): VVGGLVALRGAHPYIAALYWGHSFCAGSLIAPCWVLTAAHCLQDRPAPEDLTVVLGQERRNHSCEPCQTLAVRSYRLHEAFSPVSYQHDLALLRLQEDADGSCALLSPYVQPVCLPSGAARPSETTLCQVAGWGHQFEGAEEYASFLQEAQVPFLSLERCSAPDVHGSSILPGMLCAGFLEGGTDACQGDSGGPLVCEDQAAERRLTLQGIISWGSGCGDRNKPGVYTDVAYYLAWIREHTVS
CatS inh: inhibitors of human cathepsin S, biochemical, compound mixtures. P25774. recombinant cathepsin S, AMC dipeptide fluorescence, pooled mixtures. inhibition, %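 (tested at 5 µM per compound within 10-compound mixtures)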. 62,000 tested, 0.06% active; in the data active = inhibition above about 32%, passing the limit was not always enough;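 also: 0% = enzyme without compound and 100% = blank without enzyme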
The depositor's hits bear a star; . = no result given. Rule as the data show it, unless noted: active = inhibition above about 20% (passing the limit was not always enough); inactive = the rest.

no.	PKA inh	CatL inh	ROCK2 inh	FXIa inh mix	C1s inh	JNK3 blocker	Cathepsin G inh	FXIIa mix inh	CatS inh	Structure
1	3	-1	7	5	-52	2	-5	7	-5	O=C(c1ccccc1-c1nc(-c2ccc(Cl)cc2)no1)N1CCCC1
2	-13	-12	-7	-13	-29	-11	-8	3	-29	CC(C)(C)Cc1nnc(NS(=O)(=O)Cc2ccccc2)s1
3	4	20	-7	1	2	3	-9	-27	25	Cc1ccn2cc(C(=O)NC3CCN(Cc4ccccc4)CC3)nc2c1
4	1	-4	4	5	-25	5	1	1	-2	CC1CCc2c(C(=O)NCCCN3CCOCC3)csc2C1 (centres undefined)
5	8	-3	6	0	15	5	11	3	7	CC(CCc1ccccc1)NC(=O)C1CCN(c2nnc(-n3cccc3)s2)CC1 (centres undefined)
6	13	.	8	3	7	8	1	0	4	CC(=C1C(=O)c2ccccc2C1=O)N1CCN(c2ccccn2)CC1
7	0	1	3	8	15	-4	12	5	3	CCCC(=O)c1ccc(N2CCN(C(=O)c3ccccc3)CC2)c(F)c1
8	8	4	9	1	2	18*	2	-13	10	CC(=O)Nc1nc(C)c(-c2csc(Nc3ccc(O)cc3)n2)s1
9	-4	-8	0	2	16	-5	9	-3	0	CC(=O)N(CC(=O)Nc1nn(-c2ccccc2)nc1C(N)=O)Cc1ccccc1
10	-1	12	3	7	3	1	7	2	5	Nc1nonc1C(=O)NCCNCc1cc(Br)ccc1OCc1ccccc1F
11	8	33	6	-4	-8	-2	6	0	4	Cc1nn(Cc2ccc(F)cc2)c(C)c1NC(=O)c1noc2c1CCCCC2
12	7	0	1	0	-11	10	4	13	-7	Cn1c(=O)cc(SCC(=O)Nc2ccccn2)c2ccccc21
13	2	11	6	4	2	4	6	6	-12	O=C(c1cccc(C(=O)N2CCN(c3ccccc3)CC2)c1)N1CCN(c2ccccc2)CC1
14	-6	-1	-1	7	-7	-3	1	3	-1	CCN1CCN(c2ccc(NC(=O)Cc3ccccc3)cc2)CC1
15	6	-5	5	-9	-8	4	1	5	12	CCOC(=O)c1cccc(NC(=O)CS(=O)(=O)Cc2nc(-c3cccc(OC)c3)oc2C)c1
16	8	29	6	8	18	0	12	10	0	O=C(CCn1nc(-c2ccccc2)ccc1=O)NCCCN1CCCCCC1
17	-5	7	-3	6	53	0	12	5	5	Cc1ccc(S(=O)(=O)N2CCCC2)cc1S(=O)(=O)N1CCCC1
18	-4	4	0	5	13	2	12	-1	2	CC1=C2C(=O)OC(c3ccoc3)C2(C)CCC1 (centres undefined)
19	1	12	2	6	14	5	10	2	.	CC(=O)c1ccccc1NS(=O)(=O)c1c(C)nn(-c2ccccc2)c1C
20	-2	31	-2	2	15	-5	13	2	15	Cc1ccn(CC(=O)O)c(=O)c1
21	5	-1	3	1	1	-7	4	9	-18	Cn1nnnc1SCc1csc(Nc2ccccc2)n1
22	12	1	4	5	13	7	9	9	-7	CCCCNC(=O)c1sc2nc(C)cc(COC)c2c1-n1cccc1
23	4	14	1	-6	6	-7	-2	10	4	COc1ccc(/C(O)=C2/C(=O)C(=O)N(CCN(C)C)C2c2ccc(F)cc2)cc1Cl (centres undefined)
24	-2	17	2	10	0	-5	0	4	9	O=C(Nc1ccon1)c1cccc(C(F)(F)F)c1
25	-4	10	0	-3	3	-8	9	-16	-3	CC(=O)NC1C(=O)N=C(SCC(=O)NC(C)c2ccccc2)NC1=O (centres undefined)

In a second layout: two of the compounds above.
20	Cc1ccn(CC(=O)O)c(=O)c1
  PKA inh: -2	CatL inh: 31	ROCK2 inh: -2	FXIa inh mix: 2	C1s inh: 15	JNK3 blocker: -5	Cathepsin G inh: 13	FXIIa mix inh: 2	CatS inh: 15
3	Cc1ccn2cc(C(=O)NC3CCN(Cc4ccccc4)CC3)nc2c1
  PKA inh: 4	CatL inh: 20	ROCK2 inh: -7	FXIa inh mix: 1	C1s inh: 2	JNK3 blocker: 3	Cathepsin G inh: -9	FXIIa mix inh: -27	CatS inh: 25

For convenience, some entries already given:
no.	PKA inh	CatL inh	ROCK2 inh	FXIa inh mix	C1s inh	JNK3 blocker	Cathepsin G inh	FXIIa mix inh	CatS inh	Structure
3	4	20	-7	1	2	3	-9	-27	25	Cc1ccn2cc(C(=O)NC3CCN(Cc4ccccc4)CC3)nc2c1
4	1	-4	4	5	-25	5	1	1	-2	CC1CCc2c(C(=O)NCCCN3CCOCC3)csc2C1 (centres undefined)
5	8	-3	6	0	15	5	11	3	7	CC(CCc1ccccc1)NC(=O)C1CCN(c2nnc(-n3cccc3)s2)CC1 (centres undefined)
6	13	.	8	3	7	8	1	0	4	CC(=C1C(=O)c2ccccc2C1=O)N1CCN(c2ccccn2)CC1
7	0	1	3	8	15	-4	12	5	3	CCCC(=O)c1ccc(N2CCN(C(=O)c3ccccc3)CC2)c(F)c1
8	8	4	9	1	2	18*	2	-13	10	CC(=O)Nc1nc(C)c(-c2csc(Nc3ccc(O)cc3)n2)s1
9	-4	-8	0	2	16	-5	9	-3	0	CC(=O)N(CC(=O)Nc1nn(-c2ccccc2)nc1C(N)=O)Cc1ccccc1
10	-1	12	3	7	3	1	7	2	5	Nc1nonc1C(=O)NCCNCc1cc(Br)ccc1OCc1ccccc1F
11	8	33	6	-4	-8	-2	6	0	4	Cc1nn(Cc2ccc(F)cc2)c(C)c1NC(=O)c1noc2c1CCCCC2
12	7	0	1	0	-11	10	4	13	-7	Cn1c(=O)cc(SCC(=O)Nc2ccccn2)c2ccccc21
13	2	11	6	4	2	4	6	6	-12	O=C(c1cccc(C(=O)N2CCN(c3ccccc3)CC2)c1)N1CCN(c2ccccc2)CC1
14	-6	-1	-1	7	-7	-3	1	3	-1	CCN1CCN(c2ccc(NC(=O)Cc3ccccc3)cc2)CC1
15	6	-5	5	-9	-8	4	1	5	12	CCOC(=O)c1cccc(NC(=O)CS(=O)(=O)Cc2nc(-c3cccc(OC)c3)oc2C)c1
16	8	29	6	8	18	0	12	10	0	O=C(CCn1nc(-c2ccccc2)ccc1=O)NCCCN1CCCCCC1
17	-5	7	-3	6	53	0	12	5	5	Cc1ccc(S(=O)(=O)N2CCCC2)cc1S(=O)(=O)N1CCCC1

(further entries)
no.	PKA inh	CatL inh	ROCK2 inh	FXIa inh mix	C1s inh	JNK3 blocker	Cathepsin G inh	FXIIa mix inh	CatS inh	Structure
26	3	2	3	4	5	-8	6	9	-1	Cc1cc(C)c2nc(C(F)(F)F)nc(NCCCN3CCCC3=O)c2c1
27	6	-5	5	7	19	-6	11	-16	-10	Cc1cccc(NC(=O)c2ccc3ccccc3n2)n1
28	5	6	.	5	-8	.	-1	1	6	CS(=O)(=O)NCCSCc1ccc(Cl)cc1
29	-5	8	-1	10	-18	-5	5	10	6	O=C(Cn1nc(Cc2cccnc2)c2ccccc2c1=O)Nc1ccc2c(c1)OCO2
30	-2	-3	2	9	4	-3	8	-3	11	CCOC(=O)C1C(=O)NC(N2CCCCC2)=NC1c1ccco1 (centres undefined)
31	-2	-2	-3	5	2	-3	-7	11	3	O=C(c1ccccc1-c1nc2ccccc2[nH]1)N1CCOCC1
32	2	0	-7	9	10	-5	6	2	-4	CCn1cnc2cc(NCc3nc4ccccc4n3C)ccc21
33	8	-3	1	6	-9	-5	1	3	3	O=C(CCN1CCN(c2ccc(F)cc2)CC1)Nc1ccc(F)cc1
34	4	15	7	3	19	-2	10	1	0	CCN(CCO)C(=O)CC(c1ccccc1)c1cc(Br)ccc1O (centres undefined)
35	-2	8	-2	5	-14	-7	-2	12	14	Cc1ccc(NS(=O)(=O)c2ccc(OCC(=O)NCc3ccco3)cc2)cc1
36	3	-23	3	6	-24	-3	-2	2	-11	CCOc1cccc2cc(-c3nnc(NCc4ccco4)s3)c(=O)oc12
37	4	15	3	10	14	-3	10	4	18	COc1ccc(OC)c(C2/C(=C(\O)c3ccc4c(c3)OCCO4)C(=O)C(=O)N2CCCN(C)C)c1 (centres undefined)
38	-3	25	-7	6	5	4	3	-20	26	C=CCOc1ccc(/C(O)=C2\C(=O)C(=O)N(CCCOC)C2c2ccncc2)cc1 (centres undefined)
39	7	4	-1	0	-7	-1	-2	32	14	O=C(NC1CCCCC1)N1CCC(c2nc3ccccc3[nH]2)CC1
40	3	10	0	4	2	1	7	-2	-2	CCC(C)(C)n1nnnc1C(c1ccccc1OC)N1CCSCC1 (centres undefined)
41	-4	-31	2	4	-12	5	6	4	-1	O=c1c(-c2nc3ccccc3o2)c2oc3ccccc3n2c2ccccc12
42	-11	2	-9	1	-11	2	-3	-2	11	Cc1cc(C)c2[nH]c(=O)c(CN(Cc3ccco3)C(=O)C3CCCO3)cc2c1 (centres undefined)
43	-4	-2	-1	8	-15	-1	1	3	4	Cc1ccc(Nc2oc(C)nc2C#N)cc1
44	-1	-3	3	11	0	4	0	2	17	Cc1ccc(C)c(OCCCC(=O)O)c1
45	0	12	0	26	-1	0	10	-3	5	CCNc1nc(NCC)nc(OCCOC(=O)c2ccccc2)n1
46	11	-5	6	3	12	7	10	-16	0	CCCn1c(SCC(=O)Nc2ccc3c(c2)OCCO3)nnc1-c1ccco1
47	4	3	0	4	-3	0	2	4	18	CCCCn1nnnc1SCC(=O)Nc1sc2c(c1C#N)CCCC2
48	6	.	.	4	10	.	33	6	-2	O=C1CSC(c2ccncc2)N1Cc1ccco1 (centres undefined)
49	-7	.	-4	.	16	3	.	.	.	COC(=O)CCC(=O)Nc1ccccc1C(N)=O
50	-3	1	.	9	18	.	10	10	11	CN1CCN(C(=O)c2c(NC(=O)c3ccco3)sc3c2CCC(C(C)(C)C)C3)CC1 (centres undefined)
51	6	.	2	-13	-51	-3	5	-1	-8	CCOc1ccccc1NC(=O)Cn1nnc(C(=O)NCc2ccco2)c1N
52	4	8	2	4	5	2	12	5	14	CCC1(C)N(O)C(C)(C)C(c2ccc(OC)cc2)=[N+]1[O-] (centres undefined)
53	-4	0	.	4	-13	.	0	2	17	CC(=O)NCC(=O)N(c1ccccc1)C1(C(=O)NC2CCCCC2)CCCCC1
